Source: PubChem (several laboratories)
HMGR II inh = inhibitors of E. faecalis class II HMGR, primary screen, biochemical, Enterococcus faecalis; HMG-CoA reductase (Enterococcus faecalis, mvaE); inhibition, % at 10 µM; hit rate 0.41% among 190,000; purified E. faecalis HMGR, NADPH absorbance 340 nm kinetic;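 active = inhibition above a set limit, the median over all tested compounds plus 3 SD, cut at about 9.5% in these data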;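 note: enzyme runs in reverse so mevalonate oxidation gives rising NADPH absorbance; 0% = complete reaction with DMSO and 100% = background rate lacking mevalonate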
Redox H2O2 prof = compounds producing H2O2 with reducing agent – biochemical, NIH compound library profiling, artefact control for MLSCN library redox annotation, primary screen. DTT-dependent redox cycling H2O2, phenol red/HRP absorbance; 100% = 100 µM peroxide control, 0% = buffer. activation, % at 10 µM. hit rate 0.03% among 200,000;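 active = activation of at least 50% relative to the plate's high and low controls in the primary single-dose screen; inactive = activation below 50%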;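 note: compound incubated with DTT at 0.8 mM final as the reducing agent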
STAT1 activator = STAT1 signaling activators, primary screen, cell-based, HTS, luciferase reporter | activation (% of control), % at 5.5 µM | NIH 3T3 STAT1-luciferase reporter, IFN-gamma, luminescence; 100% = IFN-gamma alone, no compound | AID 932, 2007 | hit rate 2.6% among 200,000;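 active = activation above the screen-wide mean activation plus 3 SD, cut at about 130% in these data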;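 note: raw ratio to IFN-gamma control signal so 100% means no change and 0% no light; values of inactives mirror those of a sister screen read the other way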
APP 5'UTR act = activators of APP 5'UTR luciferase reporter, primary screen, SH-SY5Y cells. activation, % at 2 µM. SH-SY5Y APP 5'UTR luciferase reporter, luminescence; zero percent = DMSO vehicle wells. hit rate 1% among 190,000;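 active = activation above a set limit, based on mean plus 3 SD of controls, cut at about 140% in these data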; note: values of inactives mirror those of a sister screen read the other way
FLuc act counter = FLuc activators, initial screening, artefact control for FLuc-dependent activation tests, biochemical, ATPlite luminescence; 200,000 tested, under 10 active; AID 1027, 2008; ATPlite luciferase biochemical, 10 min; 0 = ATP-free wells, 1 = DMSO control; activation factor at 10 µM; Luciferin 4-monooxygenase (Photinus pyralis), P08659;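 active = luciferase activation factor, scaled between plate controls, of at least 2 with compound at 10 µM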
Target sequence (P08659 whole entry, looked up): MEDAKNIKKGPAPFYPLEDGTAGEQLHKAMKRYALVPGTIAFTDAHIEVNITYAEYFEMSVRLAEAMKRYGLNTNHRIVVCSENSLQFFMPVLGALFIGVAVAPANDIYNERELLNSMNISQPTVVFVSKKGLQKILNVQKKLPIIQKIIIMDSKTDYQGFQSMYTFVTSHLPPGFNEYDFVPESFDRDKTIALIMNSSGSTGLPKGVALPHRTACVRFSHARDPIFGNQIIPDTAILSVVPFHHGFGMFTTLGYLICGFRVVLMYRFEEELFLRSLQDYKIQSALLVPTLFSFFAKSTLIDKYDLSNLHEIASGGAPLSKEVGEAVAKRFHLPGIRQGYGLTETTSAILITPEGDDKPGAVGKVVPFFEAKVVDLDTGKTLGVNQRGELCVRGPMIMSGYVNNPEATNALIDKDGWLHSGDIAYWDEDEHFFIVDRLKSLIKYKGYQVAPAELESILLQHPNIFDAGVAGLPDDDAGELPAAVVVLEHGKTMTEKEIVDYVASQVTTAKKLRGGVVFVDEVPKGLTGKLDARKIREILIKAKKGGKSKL
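Material: Luciferase/luciferin reagent mix | Doses: Test compounds dosed from 2 mM stocks in 100% DMSO | Timing: 10 min incubation after luciferase reagent addition, room temperature | Measured by: Luminescence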
G6PDH counter = L. mesenteroides G6PDH inhibitors, counter-screen for G6PDH-coupled screening assays, biochemical, Leuconostoc mesenteroides enzyme | glucose-6-phosphate dehydrogenase [Leuconostoc mesenteroides] | Purified L. mesenteroides G6PDH, diaphorase/resazurin coupled fluorescence, 45 min | inhibition, % at 5 µM | hit rate 0.12% among 200,000 | AID 1020, 2008; in the data active = inhibition above about 50%
Hsp70 activator = Hsp70 transcriptional activators, primary screen, cell-based, HeLa, Hsp70 promoter luciferase, luminescence, 10 µM; HeLa Hsp70 promoter luciferase reporter; scaled: vehicle 0, proteasome-inhibitor control 100%; activation, % at 10 µM; hit rate 0.04% among 200,000;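 active = activation above the mean across all tested compounds plus 3 SD, cutoff set per campaign, cut at about 5.5% in these data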;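 note: 100% = MG132 at 30 µM as the positive control and 0% = DMSO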
FLuc inhib CS = firefly luciferase enzyme inhibitors, primary screen, artefact control for luciferase-based inhibitor screens, biochemical, luminescence, ATPLite. Luciferin 4-monooxygenase (Photinus pyralis), P08659. 10 min. inhibition, % at 10 µM. hit rate 1.5% among 200,000. AID 1006, 2008;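 active = inhibition above about 50% when tested at 10 µM, limit read from the data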
APP 5UTR inh = inhibitors of APP translation via 5'UTR reporter, primary screen, APP 5'UTR luciferase, SH-SY5Y cells. SH-SY5Y APP 5'UTR-luciferase reporter, luminescence. inhibition, % at 2 µM. hit rate 0.82% among 190,000;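 active = inhibition above a set limit, derived from the sample mean plus 3 SD, cut at about 45% in these data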; note: values of inactives mirror those of a sister screen read the other way
NF-kB neuron act = activators of NF-kB expression in neurons, primary screen, cell-based, HTS; human neuronal cells, NF-kB reporter expression; active compounds read high; fold change at 12.5 µM; hit rate 1.6% among 190,000; AID 1239, 2008; in the data active = fold change above about 3.3
Numbers without * were called inactive; · = no result given. This is a random part of the collection. Share with any hit: about 5.3%.

SMILES	HMGR II inh	Redox H2O2 prof	STAT1 activator	APP 5'UTR act	FLuc act counter	G6PDH counter	Hsp70 activator	FLuc inhib CS	APP 5UTR inh	NF-kB neuron act
COC(=O)c1cc(/C=C/c2ccccc2)on1	6	-0.3	98	14	0.9	16	-0.5	7	-14	1.2
Cc1cccc(C)c1NC(=O)C1c2cccc[n+]2CC(=O)N1Cc1ccc2c(c1)OCO2 (configuration not stated)	-5	-0.8	101	2	1	8	-0.1	0	-2	1.2
CN(C)c1ccc(C(=O)C(O)c2ccccc2)cc1 (configuration not stated)	-3	1.5	104	10	1	1	0.2	0	-10	1
O=C(O)CCN1C(=O)CC2(CCCCC2)C1=O	-1	2.0	102	-13	1	8	0.4	-4	13	1.1
NC(=O)CSc1nc(C23CC4CC(CC(C4)C2)C3)nc2ccccc12	-2	0.6	115	10	1	21	-0.1	1	-10	1.1
N#C/C(=C\c1c(N2CCC(C(N)=O)CC2)nc2ccccn2c1=O)C(=O)NCc1ccco1	-3	0.5	101	-2	1.1	-12	-0.2	-7	2	0.89
Cc1ccc(OCCCC(=O)Nc2nc3ccccc3[nH]2)cc1	1	-0.9	111	-5	1	0	-0.2	-2	5	1.3
CCNC(=S)N1CCN(Cc2ccccc2)CC1	0	-2.1	91	29	1.1	6	-0.1	-8	-29	1
Nc1cc(Cl)ccc1C(=O)OCC(=O)NC1CCCCC1	-8	-1.8	115	-8	1.1	18	-0.2	-5	8	1.1
CCOCCc1nnc(NC(=O)C(CC)c2ccccc2)s1 (configuration not stated)	1	0.0	100	-12	1	1	-0.3	-1	12	1.2
CCOC(=O)CSc1ccc2nnc(-c3ccncc3)n2n1	1	0.2	103	-6	1	-5	0.4	-1	6	0.83
Cc1csc(NC(=O)CCC(=O)N(CC(=O)NC2CCCC2)Cc2ccco2)n1	4	-0.9	103	8	1.1	4	-0.4	-6	-8	1.6
O=C1CC(N2CCC(c3nc4ccccc4[nH]3)CC2)C(=O)N1c1ccccc1F (configuration not stated)	-3	-0.3	99	10	1.1	3	0.5	-7	-10	0.95
CNCCCOc1ccc(C)cc1OC	-5	2.9	98	-5	1	10	-0.2	-4	5	2.3
FC(F)(F)c1ccccc1NC1=NCCC1	3	0.6	103	-13	1.1	7	-0.3	-9	13	1.1
COc1cc(C2C(C#N)=C(N)OC3=C2C(=O)CC(C)(C)C3)c([N+](=O)[O-])cc1OC (configuration not stated)	-4	1.4	97	0	1	29	0.0	-2	0	0.89
COC(=O)c1ccc(COc2cccc3c2CCN(Cc2cccc(C)c2)C3=O)o1	-2	0.3	96	-7	1	-40	-0.3	-3	7	1
Nc1c(N=Nc2ccccc2F)c(=O)[nH]n1-c1ccccc1	-2	-4.3	134*	61	0.9	3	1.0	8	-61	3.1
O=C(ONC1=NCCCCC1)c1ccc(Cl)cc1	0	0.5	106	4	1.1	4	0.0	-5	-4	0.83
CCCc1cc(=O)[nH]c(Nc2ccc(O)cc2)n1	-1	-0.5	94	12	1	4	0.0	-3	-12	1
CCN1CCN(c2ccc(NC(=O)COc3ccccc3Cl)cc2)CC1	-3	0.5	107	-5	1	4	0.1	0	5	1.2
CCCn1nc2cc(C(=O)NCc3ccc(OC)cc3)ccc2c1OCC	-2	-5.0	104	9	1	7	-0.6	-2	-9	0.94
Cc1cc(C)nc(SCc2nnc(SCC(=O)Nc3ccc(C)c(C)c3)o2)n1	-9	0.7	98	18	1	7	0.6	-3	-18	1.3
COc1ccc(N2CCN(C(C)C(=O)Nc3nnc(C)s3)CC2)cc1 (configuration not stated)	0	-1.0	99	21	1.1	10	-0.2	-6	-21	0.99
Cc1cc2c(cc1C)CSC(c1ccc3ccccc3c1O)SC2	-4	0.0	101	10	1	11	-0.1	-4	-10	1.2
Cc1ccc(S(=O)(=O)N2CCc3ccccc3C2CN2C(=O)c3ccccc3C2=O)cc1 (configuration not stated)	-8	2.1	94	3	1	2	-0.5	-3	-3	0.75
COc1ccccc1C(CC(N)=O)c1ccco1 (configuration not stated)	-1	1.8	95	-4	1	0	-0.2	-1	4	1.1
Cc1ccccc1C1CC(c2ccccc2)Nc2ncnn21 (configuration not stated)	4	-3.2	100	1	1	11	0.0	3	-1	1
C/C(CCC(C)C)=N\NC(=S)Nc1cc(S(=O)(=O)N2CCOCC2)ccc1N1CCOCC1	-4	-1.3	100	9	1.1	7	0.1	-11	-9	0.88
Cn1cc(CC(=O)NCCN2CCOCC2)c2ccccc21	-1	-0.6	99	20	1.1	10	0.0	-8	-20	1.1
Cc1nonc1C(=O)N/N=C/c1ccc([N+](=O)[O-])o1	3	-2.5	110	-3	1	12	-0.3	-3	3	0.86
CC(=O)c1cccc(NC(=O)NC(C)c2ccncc2)c1 (configuration not stated)	1	0.9	103	-4	1	5	0.0	-4	4	1.3
CC(=O)c1ccc(OCc2cc(=O)n3ccsc3n2)cc1	-3	-0.3	110	23	0.9	14	-0.4	7	-23	1
COc1ccccc1CCNC(=O)/C(=C/c1cccnc1)NC(=O)c1ccccc1	1	-0.6	94	·	1.1	-16	-0.5	-6	·	1.2
COc1cc(C2C(C#N)=C(N)OC3=C2C(=O)CCC3)ccc1OC(=O)N1CCOCC1 (configuration not stated)	-3	0.6	101	-7	1.1	-15	-0.3	-10	7	1.1
Cc1cccc(NC(=S)NC2CC3CCCC(C2)N3CC(C)C)c1C (configuration not stated)	-4	0.1	96	8	1	-4	-0.3	-4	-8	1.1
Cc1cc(C(=O)Nc2sc(C)c(C)c2C#N)no1	1	0.4	115	29	0.7	-16	-0.2	34	-29	1.3
O=C(/C=C/c1ccc(Cl)cc1Cl)NC(=S)Nc1ccc(CN2CCOCC2)cc1	-1	0.8	97	2	1	13	-0.6	1	-2	1.1
CC1(C)Cc2cccc(OCC(=O)N3CCN(S(=O)(=O)c4ccccc4)CC3)c2O1	-3	1.4	87	-7	1	11	0.2	1	7	0.89
O=C(O)c1c2c(nc3ccc(S(=O)(=O)N4CCC(C(=O)N5CCCCC5)CC4)cc13)CCCC2	-6	-0.4	102	8	1.1	4	-0.1	-6	-8	1.3
CCOc1ccccc1NC(=O)CSC1=C(C#N)C(c2ccco2)C(C(=O)Nc2nc3ccccc3s2)=C(C)N1 (configuration not stated)	-6	0.7	108	2	1.1	-12	0.1	-5	-2	1
CC(C)NC(=O)/C(=C/c1ccco1)c1ccccc1	-3	-4.0	100	8	1.1	1	-0.2	-7	-8	0.93
COc1ccc(CCN2C(=O)CC(NNC(=O)c3ccc(F)cc3)C2=O)cc1OC (configuration not stated)	-1	0.0	95	7	1	-2	-0.3	-4	-7	0.97
C/C(=N/NC(=O)c1ccc(Br)o1)C(C)C	1	-0.3	119	17	1	-2	-0.1	-4	-17	1.4

By substructure: the compounds so far with a furan ring, fused or not.
SMILES	HMGR II inh	Redox H2O2 prof	STAT1 activator	APP 5'UTR act	FLuc act counter	G6PDH counter	Hsp70 activator	FLuc inhib CS	APP 5UTR inh	NF-kB neuron act
N#C/C(=C\c1c(N2CCC(C(N)=O)CC2)nc2ccccn2c1=O)C(=O)NCc1ccco1	-3	0.5	101	-2	1.1	-12	-0.2	-7	2	0.89
Cc1csc(NC(=O)CCC(=O)N(CC(=O)NC2CCCC2)Cc2ccco2)n1	4	-0.9	103	8	1.1	4	-0.4	-6	-8	1.6
COC(=O)c1ccc(COc2cccc3c2CCN(Cc2cccc(C)c2)C3=O)o1	-2	0.3	96	-7	1	-40	-0.3	-3	7	1
COc1ccccc1C(CC(N)=O)c1ccco1 (configuration not stated)	-1	1.8	95	-4	1	0	-0.2	-1	4	1.1
Cc1nonc1C(=O)N/N=C/c1ccc([N+](=O)[O-])o1	3	-2.5	110	-3	1	12	-0.3	-3	3	0.86
CCOc1ccccc1NC(=O)CSC1=C(C#N)C(c2ccco2)C(C(=O)Nc2nc3ccccc3s2)=C(C)N1 (configuration not stated)	-6	0.7	108	2	1.1	-12	0.1	-5	-2	1
CC(C)NC(=O)/C(=C/c1ccco1)c1ccccc1	-3	-4.0	100	8	1.1	1	-0.2	-7	-8	0.93
C/C(=N/NC(=O)c1ccc(Br)o1)C(C)C	1	-0.3	119	17	1	-2	-0.1	-4	-17	1.4
